From PubChem
BoNT-A LC inh2 = BoNT/A light chain protease inhibitors, primary screen, biochemical, flow cytometry, MLPCN library; Botulinum neurotoxin type A light chain protease (Clostridium botulinum A str. ATCC 3502); multiplex microsphere protease substrate cleavage; inhibition, % at 10 µM; actives 0.17% (n = 360,000); further: plate controls were buffer without enzyme for full effect and enzyme alone for no effect
Anthrax LF inh2 = Bacillus anthracis LF protease inhibitors, primary screen, biochemical, multiplex microsphere, MLPCN library; Lethal factor (Bacillus anthracis), P15917; multiplex microsphere protease cleavage assay; inhibition, % at 10 µM; actives 0.12% (n = 360,000); AID 588501, 2011; further: plate controls were buffer without enzyme for full effect and enzyme alone for no effect
CCHFV vOTU inh = CCHFV vOTU protease inhibitors, primary screen, biochemical, Pep-AMC substrate, fluorescence; Crimean-Congo hemorrhagic fever virus L polyprotein viral ovarian tumor (vOTU) protease …; actives 0.55% (n = 370,000); inhibition, % at 11.5 µM; in the data active means inhibition above about 30%; further: 0% = vehicle wells with enzyme and 100% = no enzyme wells
BoNT F protease = BoNT/F light chain protease inhibitors, primary screen, biochemical, flow cytometry, MLPCN library; Multiplex microsphere protease cleavage assay; inhibition, % at 10 µM; actives 0.22% (n = 360,000); AID 588497, 2011; in the data active means inhibition above about 35%, passing the limit was not always enough; inconclusive means no clear call, values can overlap the other calls; further: plate controls were buffer without enzyme for full effect and enzyme alone for no effect
Y pestis TopoI = Yersinia pestis topoisomerase I inhibitors, primary screen, biochemical, cleavage product accumulation, plate reader, single point | DNA topoisomerase I (Yersinia pestis CO92) | Y. pestis Topo-I cleavage product accumulation | activity, % at 10 µM | actives 0.064% (n = 360,000); in the data active means activity above about 50%, passing the limit was not always enough; inconclusive means no clear call, values can overlap the other calls; further: inactives centre near 2
TcdB inh = TcdB glycohydrolase inhibitors, primary screen, biochemical, single point, plate reader. Toxin B (Clostridioides difficile), P18177. inhibition, % at 9.99 µM. TcdB glycohydrolase enzymatic assay. actives 0.24% (n = 350,000); in the data active means inhibition above about 10%
Target sequence (P18177 whole entry, looked up): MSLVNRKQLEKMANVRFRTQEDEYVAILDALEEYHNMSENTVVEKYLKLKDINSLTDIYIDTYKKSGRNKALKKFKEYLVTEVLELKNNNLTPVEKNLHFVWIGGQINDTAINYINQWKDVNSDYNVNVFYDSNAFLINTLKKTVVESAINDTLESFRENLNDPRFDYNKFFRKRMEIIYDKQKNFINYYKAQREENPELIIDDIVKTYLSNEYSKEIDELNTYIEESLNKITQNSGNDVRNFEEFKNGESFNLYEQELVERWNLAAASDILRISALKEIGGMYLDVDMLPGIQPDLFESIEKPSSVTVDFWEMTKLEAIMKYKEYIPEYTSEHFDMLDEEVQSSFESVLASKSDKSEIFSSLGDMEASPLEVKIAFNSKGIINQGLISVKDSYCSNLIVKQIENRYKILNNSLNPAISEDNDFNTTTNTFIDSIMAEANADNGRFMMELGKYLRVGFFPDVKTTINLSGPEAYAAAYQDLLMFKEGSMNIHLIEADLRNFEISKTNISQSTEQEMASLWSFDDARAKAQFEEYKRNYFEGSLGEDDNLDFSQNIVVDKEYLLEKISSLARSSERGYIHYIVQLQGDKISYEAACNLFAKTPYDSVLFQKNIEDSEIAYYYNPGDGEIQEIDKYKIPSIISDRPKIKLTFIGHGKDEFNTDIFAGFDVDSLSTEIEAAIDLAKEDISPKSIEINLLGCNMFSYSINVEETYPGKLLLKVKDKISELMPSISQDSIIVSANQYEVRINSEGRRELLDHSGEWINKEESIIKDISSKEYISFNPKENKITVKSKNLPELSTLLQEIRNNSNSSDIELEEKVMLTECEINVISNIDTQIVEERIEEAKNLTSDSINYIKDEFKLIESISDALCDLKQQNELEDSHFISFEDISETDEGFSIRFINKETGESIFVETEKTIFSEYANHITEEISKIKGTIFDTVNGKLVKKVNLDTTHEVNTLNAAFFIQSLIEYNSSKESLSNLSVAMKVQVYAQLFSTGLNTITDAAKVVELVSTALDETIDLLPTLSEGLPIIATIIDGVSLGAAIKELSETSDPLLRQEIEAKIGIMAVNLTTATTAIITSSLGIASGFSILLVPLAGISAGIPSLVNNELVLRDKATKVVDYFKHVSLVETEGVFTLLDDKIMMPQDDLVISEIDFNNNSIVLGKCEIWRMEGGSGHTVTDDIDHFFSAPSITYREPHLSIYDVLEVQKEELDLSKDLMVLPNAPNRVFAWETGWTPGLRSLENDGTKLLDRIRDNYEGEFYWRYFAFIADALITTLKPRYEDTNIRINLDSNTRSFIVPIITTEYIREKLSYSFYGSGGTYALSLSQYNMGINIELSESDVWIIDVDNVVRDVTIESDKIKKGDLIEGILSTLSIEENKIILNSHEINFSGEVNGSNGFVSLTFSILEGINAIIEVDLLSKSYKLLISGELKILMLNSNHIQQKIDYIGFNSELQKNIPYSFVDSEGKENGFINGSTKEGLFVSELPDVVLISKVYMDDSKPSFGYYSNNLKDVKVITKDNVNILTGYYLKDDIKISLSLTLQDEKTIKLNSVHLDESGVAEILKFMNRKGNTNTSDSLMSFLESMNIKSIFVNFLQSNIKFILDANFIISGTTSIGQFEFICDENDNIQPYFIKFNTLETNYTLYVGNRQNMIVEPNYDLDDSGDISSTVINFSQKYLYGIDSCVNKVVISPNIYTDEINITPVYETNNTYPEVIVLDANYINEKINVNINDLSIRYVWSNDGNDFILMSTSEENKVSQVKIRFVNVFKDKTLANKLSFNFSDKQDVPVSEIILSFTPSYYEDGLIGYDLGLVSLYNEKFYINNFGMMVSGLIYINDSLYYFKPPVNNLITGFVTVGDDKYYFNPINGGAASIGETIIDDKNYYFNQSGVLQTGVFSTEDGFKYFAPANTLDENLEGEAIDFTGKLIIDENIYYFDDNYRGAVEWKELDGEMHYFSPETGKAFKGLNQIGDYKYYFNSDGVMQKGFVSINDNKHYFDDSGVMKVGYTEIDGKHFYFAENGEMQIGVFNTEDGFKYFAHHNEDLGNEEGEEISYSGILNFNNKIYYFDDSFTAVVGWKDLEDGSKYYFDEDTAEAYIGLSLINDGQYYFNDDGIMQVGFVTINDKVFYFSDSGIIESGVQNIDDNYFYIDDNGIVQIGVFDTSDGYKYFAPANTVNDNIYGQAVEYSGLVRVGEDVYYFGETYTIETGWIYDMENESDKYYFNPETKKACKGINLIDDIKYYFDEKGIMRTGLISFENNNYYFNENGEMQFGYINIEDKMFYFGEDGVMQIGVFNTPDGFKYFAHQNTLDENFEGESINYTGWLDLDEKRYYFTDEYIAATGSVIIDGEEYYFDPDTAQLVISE
PrPC TRFRET = inhibitors of human cell surface prion protein PrPC, primary screen, cell-based, TR-FRET; Major prion protein (Homo sapiens), P04156; TR-FRET read-out; inhibition, % at 13.8 µM; actives 0.43% (n = 370,000); AID 720596, 2013; in the data active means inhibition above about 24%; further: 0% = median of the test wells and 100% = reference compound wells
FadD28 binding = inhibitors of FadD28 bisubstrate probe binding, primary screen, biochemical, fluorescence polarization, single point. Mycobacterium tuberculosis FadD28 fatty-acid-AMP ligase. inhibition, % at 12.5 µM. actives 0.22% (n = 360,000); in the data active means inhibition above about 8.5%, passing the limit was not always enough; inconclusive means no clear call, values can overlap the other calls
PfHsp40 rescue = rescue of yeast from PfHsp40 toxicity, primary screen, S. cerevisiae, ATP luminescence; actives 0.68% (n = 340,000); growth rescue, % at 12.5 µM; S. cerevisiae expressing PfHsp40, growth rescue; AID 504582, 2011; in the data active means growth rescue above about 28%, passing the limit was not always enough; inconclusive means no clear call, values can overlap the other calls;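 further: yeast W303a lacking pdr1 and pdr3 grown in galactose medium; growth measured after three days at 30 °C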
The depositor's hits bear a star; ? = inconclusive; · = no result given. Unless noted, no stated cut-off is given here; in the data, active means inhibition above about 30%; inconclusive means no clear call, values can overlap the other calls; inactive means below that.

1	O=C(CN1CCN(c2ccccc2)CC1)N1CCc2[nH]c3ccccc3c2C1
2	CC(=NCCc1ccccc1)C1=C(O)COC1=O
3	CCN(CC(=O)Nc1c(F)cccc1F)C(=O)CNC(=O)c1ccc2c(c1)OCO2
4	C=CCNC(=O)c1ccc(C2SCC(=O)N2Cc2ccccc2)cc1 (stereo not given)
5	CC(=O)Nc1ccc(/C(C)=N/NC(=O)c2ccc(CN3CCOCC3)cc2)cc1
6	NS(=O)(=O)c1ccc(NC(=O)COC(=O)c2cn(-c3ccccc3)nc2-c2ccc(F)cc2)cc1
7	O=C(Nn1cnc2ccccc2c1=O)c1ccc([N+](=O)[O-])cc1Cl
8	Cc1cc(/C=C2\SC(=S)NC2=O)cc(C)c1O
assay / compound	1	2	3	4	5	6	7	8
BoNT-A LC inh2	0.7	-0.6	-0.6	-0.3	-0.5	0.0	-0.4	2.3
Anthrax LF inh2	-2	-5	0	-4	-4	-3	-1	5
CCHFV vOTU inh	8	6	-8	-4	5	6	-5	14
BoNT F protease	4	2	-5	-2	-1	1	-1	-19
Y pestis TopoI	17	6	5	-11	3	13	18	-4
TcdB inh	·	·	0.7	1.3	-7.6	·	-1.2	0.8
PrPC TRFRET	-8	4	5	-3	-11	-3	-10	-1
FadD28 binding	-3.8	0.8	-3.7	-2.2	-3.2	0.3	0.1	0.7
PfHsp40 rescue	0.0	-0.4	1.7	1.1	1.3	1.0	-1.0	-1.1

9	CC(=O)OCC(=O)C1(O)CCC2C3CC(F)C4=CC(=O)CCC4(C)C3C(=O)CC21C (stereo not given)
10	CC(=O)N1CCN(S(=O)(=O)c2cccc(C(=O)NNC(=O)Cn3nc(C)cc3C)c2)CC1
11	CCOc1ccc(S(=O)(=O)Nc2ccccc2C(=O)N2CCCC2)cc1
12	CSCCC(NC(=O)CCC(=O)OC1CC[C@H]2[C@@H]3CC[C@H]4CC(=O)CC[C@]4(C)[C@H]3CC[C@]12C)C(=O)O (stereo not given in full)
13	CCOC(=O)c1c(NC(=O)COC(=O)CCNS(=O)(=O)c2ccccc2)sc(C(=O)N(C)C)c1C
14	CC(C)(C)OCC1CO1 (stereo not given)
15	COc1ccc(C(=O)COC(=O)C(C)N2C(=O)C3C4CCC(C4)C3C2=O)cc1 (stereo not given)
16	CCNc1nc(NCC)n2c(SCC(=O)Nc3ccc(C)cc3Br)nnc2n1
assay / compound	9	10	11	12	13	14	15	16
BoNT-A LC inh2	-1.6	3.2	-0.6	-0.8	-9.4	-0.9	0.1	-0.2
Anthrax LF inh2	-6	14	-10	10	-4	-2	-4	-6
CCHFV vOTU inh	-8	-6	-11	10	10	5	3	9
BoNT F protease	-13	9	-3	-28	-21	3	1	5
Y pestis TopoI	1	-2	11	20	24	1	4	14
TcdB inh	1.2	2.1	2.7	0.0	2.2	-0.5	1.2	1.3
PrPC TRFRET	-11	4	-6	-2	2	-1	5	1
FadD28 binding	-0.8	·	0.3	-0.8	-2.4	0.6	·	-1.9
PfHsp40 rescue	-0.5	-0.3	1.1	0.3	-0.1	1.8	-0.3	-0.4

17	O=S(=O)(Cc1ccccc1)N1CCN(Cc2c(F)cccc2Cl)CC1
18	Cc1nc(N)sc1C(=O)NN
19	Cc1ccnc(SC2CC(=O)N(c3ccc(Br)cc3)C2=O)n1 (stereo not given)
20	O=C(CCl)N=c1sccn1Cc1ccc(Cl)cc1Cl
21	CC(=O)Nc1cccc(NC(=O)c2c(-c3c(Cl)cccc3Cl)noc2C)c1
22	Cc1nc(Cc2nnc(SCC(=O)N3CCN(c4ccc(F)cc4)CC3)o2)cs1
23	COc1cccc(C(=O)NCC(=O)OCC(=O)Nc2cc(OC)c([N+](=O)[O-])cc2C)c1
24	CCCCOC(=O)CSC1=C(C#N)C(c2ccccc2OCC)C(C#N)C(=O)N1 (stereo not given)
assay / compound	17	18	19	20	21	22	23	24
BoNT-A LC inh2	1.1	·	-3.2	-0.6	-1.2	2.4	0.5	5.2
Anthrax LF inh2	-6	·	-3	-5	3	0	-1	6
CCHFV vOTU inh	5	-3	4	-5	8	7	-8	·
BoNT F protease	-1	·	-16	1	-17	7	-2	-1
Y pestis TopoI	-3	0	-14	14	-10	7	-7	-2
TcdB inh	1.4	-6.4	1.0	0.3	-0.2	1.3	·	0.8
PrPC TRFRET	0	-3	-5	-3	12	0	-5	·
FadD28 binding	0.2	0.4	-2.0	-5.7	-5.7	-2.6	-3.9	-0.4
PfHsp40 rescue	-0.7	-0.7	-1.2	-0.3	0.4	-0.8	-0.8	-1.3

An excerpt taken from the entries so far:
8	Cc1cc(/C=C2\SC(=S)NC2=O)cc(C)c1O
9	CC(=O)OCC(=O)C1(O)CCC2C3CC(F)C4=CC(=O)CCC4(C)C3C(=O)CC21C (stereo not given)
10	CC(=O)N1CCN(S(=O)(=O)c2cccc(C(=O)NNC(=O)Cn3nc(C)cc3C)c2)CC1
11	CCOc1ccc(S(=O)(=O)Nc2ccccc2C(=O)N2CCCC2)cc1
12	CSCCC(NC(=O)CCC(=O)OC1CC[C@H]2[C@@H]3CC[C@H]4CC(=O)CC[C@]4(C)[C@H]3CC[C@]12C)C(=O)O (stereo not given in full)
assay / compound	8	9	10	11	12
BoNT-A LC inh2	2.3	-1.6	3.2	-0.6	-0.8
Anthrax LF inh2	5	-6	14	-10	10
CCHFV vOTU inh	14	-8	-6	-11	10
BoNT F protease	-19	-13	9	-3	-28
Y pestis TopoI	-4	1	-2	11	20
TcdB inh	0.8	1.2	2.1	2.7	0.0
PrPC TRFRET	-1	-11	4	-6	-2
FadD28 binding	0.7	-0.8	·	0.3	-0.8
PfHsp40 rescue	-1.1	-0.5	-0.3	1.1	0.3

Remaining list, next part
25	CC1CCN(C(=O)CSc2nnc(Cc3cccn3C)n2-c2ccc(F)cc2)CC1
26	COC(=O)c1ccc(NC(=O)CCCCCn2nnc3ccccc3c2=O)cc1
27	COc1ccc(-n2c(SCC(=O)NCCC(C)C)nc3ccsc3c2=O)cc1
28	Nn1c(SCC(=O)Nc2ccc(F)c(F)c2)nnc1C1CCCCC1
29	Cc1cc(SCC(=O)NC2(C#N)CCCCC2)nc2c(C)cccc12
30	CC(=O)Nc1ccc(OCCOc2ccc([N+](=O)[O-])cc2)cc1
31	Cc1ccc2c(c1)nnn2C1CCN(CC(=O)NNC(=O)c2ccco2)CC1
32	S=c1nc(C2CC2)n(-c2ccccc2)[nH]1
assay / compound	25	26	27	28	29	30	31	32
BoNT-A LC inh2	0.4	2.5	1.2	2.5	1.8	-2.7	-0.2	-0.4
Anthrax LF inh2	0	-23	-3	16	0	2	-2	0
CCHFV vOTU inh	1	-11	-1	10	7	10	4	18
BoNT F protease	-5	-5	5	12	6	?	-2	0
Y pestis TopoI	18	11	0	-3	19	4	1	8
TcdB inh	-0.4	-0.2	·	·	0.6	0.6	2.1	0.6
PrPC TRFRET	1	1	-3	9	6	-3	-2	-5
FadD28 binding	-2.2	·	0.1	-1.4	-2.6	0.6	-2.8	-2.8
PfHsp40 rescue	-1.0	-1.6	-0.1	0.4	3.1	0.5	-2.1	-0.1

33	COc1ccc(N2CCN(C(=O)CSc3ccc(C)cc3)CC2)cc1
34	O=C(Nc1cccc(C(=O)N2CCOCC2)c1)c1cncc(Br)c1
35	O=C(NC1CCCCCC1)c1cc(=O)[nH]c2ccc(S(=O)(=O)N3CCOCC3)cc12
36	Cc1cccc(NC(=O)c2ccc(F)c(S(=O)(=O)NCc3ccco3)c2)c1
37	CCCCc1cc(=O)oc2cc(C)cc(OC(C)C(=O)NCC3CCC(C(=O)O)CC3)c12 (stereo not given)
38	Cc1ccc2c(c1)c(/C=C/c1cc[n+](C)cc1)c(C)n2C
39	CN(C)C(=O)c1cc([N+](=O)[O-])cc([N+](=O)[O-])c1N(C)C
40	O=C(Cc1cccc(NC(=O)C2CCCN(C(=O)C3CCC3)C2)c1)Nc1cccc(C(=O)N2CCOCC2)c1 (stereo not given)
assay / compound	33	34	35	36	37	38	39	40
BoNT-A LC inh2	-0.9	-0.2	0.2	1.3	-0.3	-24	-0.3	-0.3
Anthrax LF inh2	-8	1	2	-4	-9	-4	-2	-9
CCHFV vOTU inh	-5	1	-17	3	-9	5	-8	8
BoNT F protease	-4	7	2	-1	0	-19	-4	3
Y pestis TopoI	-2	-3	-7	-3	-4	-22	6	16
TcdB inh	-0.3	·	-0.2	-4.3	0.1	0.4	·	0.5
PrPC TRFRET	-9	-2	-5	9	-4	-39	-22	-5
FadD28 binding	1.7	0.1	-0.9	-1.0	-0.3	0.1	-1.4	-2.1
PfHsp40 rescue	-0.5	-2.1	-0.5	0.2	0.1	3.6	-0.7	-2.4

Values in list order from the list.
PfHsp40 rescue, compounds 33 to 40, in order: -0.5, -2.1, -0.5, 0.2, 0.1, 3.6, -0.7, -2.4
Anthrax LF inh2, compounds 33 to 40, in order: -8, 1, 2, -4, -9, -4, -2, -9

Carrying on:
41	Cc1cc(C(=O)OCC(=O)Nc2ccc(S(N)(=O)=O)cc2)c2ccccc2n1
42	CCNS(=O)(=O)c1ccc(CCC(=O)NCc2cccnc2)cc1
43	Cc1ccccc1N/C(SCc1cccc(Br)c1)=C(/C#N)C(N)=O
44	CSCc1ccc(C(=O)Nc2cc(C)cc(C)c2)cc1
45	CC1CCN(CCOCCOc2ccccc2-c2ccccc2)CC1
46	Cc1ccc(OCc2cc(C(=O)N3CCN(CC(=O)NC(C)C)CC3)no2)cn1
47	CSc1ccc(NC(=O)Nc2cccn(Cc3ccccc3)c2=O)cc1
48	N#CC(C#N)=C1CCc2ccccc2N1
49	Cc1nn(-c2ccccc2)c2sc(C(=O)NNC(=O)COc3cccc4ccccc34)cc12
50	CC1CCCCN1CC(=O)c1ccc2cc[nH]c2c1 (stereo not given)
51	CC(=O)Nc1ccc(S(=O)(=O)N2CCSC2c2ccccc2)cc1 (stereo not given)
assay / compound	41	42	43	44	45	46	47	48	49	50	51
BoNT-A LC inh2	-2.1	3.0	0.0	-0.5	1.3	-0.6	-0.1	0.0	-0.1	0.7	0.9
Anthrax LF inh2	-4	7	-3	-1	5	3	-6	-4	12	-1	-6
CCHFV vOTU inh	-4	1	-11	13	2	9	0	8	-2	0	12
BoNT F protease	-6	16	10	-6	3	-2	-6	15	-3	-10	?
Y pestis TopoI	3	-1	-4	-4	8	-2	-17	-10	8	6	-1
TcdB inh	1.7	3.9	·	·	·	0.8	1.3	·	·	1.8	·
PrPC TRFRET	13	-14	10	0	2	-2	20	8	-7	8	8
FadD28 binding	-0.5	-2.9	0.5	-4.9	-4.6	-3.3	-2.6	-3.6	-4.8	1.1	-8.5
PfHsp40 rescue	0.8	-1.5	-1.7	1.4	-1.4	-1.3	21	-0.9	-1.3	-1.1	1.1
